Bioassay records as filed in PubChem BioAssay.
TRHR ag: agonists of human TRH receptor; TRHR cells, calcium flux fluo-8, FDSS agonist mode; hit rate 0.18% among 360,000; AID 493084; P34981; activation, % at 2 µM; note: 0% is about no effect
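Steps: seed TRHR cells overnight; add fluo-8 no-wash Ca dye, RT 30 min–1.5 h; record 10 s baseline; pin-transfer compounds; monitor fluorescence 1 cycle/s for the agonist window. Calcium increases flag candidate agonists.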
TRHR PAM: allosterically enhances the human TRH receptor | TRHR cells, fluo-8 calcium fluorescence, EC20 TRH enhancement | enhancement, % at 2 µM | hit rate 0.66% among 360,000 | AID 493056; in the data active = enhancement above about 30%; note: 0% is about no effect
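Enhancer read-out: after compound pinning and an initial kinetic agonist-mode read, an EC20 of TRH (10 nM final) was injected and fluo-8 calcium signal (Ex 480/Em 530) followed at 1 s/cycle for 100 cycles in TRHR-expressing cells.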
D1 PAM: potentiators of human D1 dopamine receptor. hit rate 0.036% among 360,000. potentiation, % at 10 µM. HEK293 TREx D1 cells, calcium flux, dopamine EC20 potentiation. AID 504651. P21728; in the data active = potentiation above about 30%; note: 0% is about no effect
D2 PAM: positive allosteric modulators of human D2 dopamine receptor; AID 485347; P14416; potentiation, % at 10 µM; HEK293 T-REx D2, calcium flux, EC20 dopamine potentiation; hit rate 0.34% among 340,000;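 active = potentiation over 3 SD above the plate norm, cut at about 30% in these data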; note: 0% is about no effect
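Potentiation of an EC20 dopamine calcium response is measured in a force-coupled, tetracycline-inducible Hek293 Trex D2 line. Compound-only kinetic reads over 180 s flag agonists before dopamine addition.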
D1 antagonist: human D1 dopamine receptor antagonism; AID 504652; activity change, negative = inhibition, % at 10 µM; P21728; HEK293 TREx D1 cells, calcium flux, dopamine EC80; active compounds read low; hit rate 3.2% among 360,000; in the data active = activity change below about -30%; note: % is set by controls: 0 for no effect and ±100 for the full control effect
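Inducible Hek293 Trex D1 cells (tetracycline, overnight, 30 C). Calcium dye 30–90 min RT. Antagonist mode: EC80 dopamine added after 180 s compound read.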
D2 antagonist: D2 dopamine receptor (human) antagonism | hit rate 2% among 340,000 | HEK293 TREx D2 cells, calcium flux, dopamine EC80 | P14416 | inhibition, % at 10 µM | AID 485344; in the data active = inhibition above about 30%; note: 0% is about no effect
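Antagonism is scored as inhibition of an EC80 dopamine-evoked calcium signal in a force-coupled, tetracycline-inducible HEK293 T-REx D2 line, with compound present 180 s before agonist.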
D2 ag: activates the human D2 dopamine receptor; P14416; HEK293 T-REx D2 cells, calcium flux agonist mode; activation, % at 2 µM; hit rate 0.53% among 340,000; AID 485358;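 active = activation over 3 SD above normal in the single-dose calcium agonist read, cut at about 30% in these data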; note: 0% is about no effect
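Calcium-flux readout, 1 cycle/sec over 180 s following compound pin transfer, in inducible HEK293 Trex D2 cells (force-coupled); dopamine controls included. Positive calcium responses during this window marked compounds as potential agonists.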
RXFP1 antagonist: blocks the human relaxin receptor RXFP1; Q9HBX9; HEK293-RXFP1, relaxin-stimulated cAMP HTRF, 30 min; active compounds read low; activity change, negative = inhibition, % at 57.5 µM; hit rate 0.59% among 350,000;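 active = activity change of -60% or lower, but not beyond a set lower limit; inconclusive = change between -60% and -40%, or beyond the set limit; inactive = change above -40%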; note: % is set by controls: 0 for no effect and ±100 for the full control effect
Target sequence (Q9HBX9 whole entry, looked up): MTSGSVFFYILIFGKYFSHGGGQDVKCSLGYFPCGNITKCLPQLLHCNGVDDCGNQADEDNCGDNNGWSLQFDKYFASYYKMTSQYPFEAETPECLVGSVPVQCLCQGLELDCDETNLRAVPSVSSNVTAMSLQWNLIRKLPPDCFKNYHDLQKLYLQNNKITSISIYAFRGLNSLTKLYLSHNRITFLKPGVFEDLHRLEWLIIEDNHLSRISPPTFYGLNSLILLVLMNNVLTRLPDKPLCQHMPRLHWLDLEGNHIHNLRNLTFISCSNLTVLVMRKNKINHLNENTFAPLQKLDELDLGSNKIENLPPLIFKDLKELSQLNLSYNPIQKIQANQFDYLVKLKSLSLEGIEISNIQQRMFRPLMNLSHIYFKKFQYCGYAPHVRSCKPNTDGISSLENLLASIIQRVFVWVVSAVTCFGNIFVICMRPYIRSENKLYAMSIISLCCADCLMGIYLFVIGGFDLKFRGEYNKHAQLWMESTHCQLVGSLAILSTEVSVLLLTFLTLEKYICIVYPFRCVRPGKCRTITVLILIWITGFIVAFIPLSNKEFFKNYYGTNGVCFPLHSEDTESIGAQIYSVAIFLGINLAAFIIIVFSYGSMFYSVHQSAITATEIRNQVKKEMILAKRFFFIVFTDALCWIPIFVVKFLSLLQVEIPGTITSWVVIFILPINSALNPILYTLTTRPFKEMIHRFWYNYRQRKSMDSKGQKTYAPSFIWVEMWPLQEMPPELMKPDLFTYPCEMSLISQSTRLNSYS
D1 ag: agonists of human D1 dopamine receptor. HEK293 T-REx D1 cells, calcium flux, agonist mode. activation, % at 2 µM. hit rate 1% among 360,000. AID 504660; note: 0% is about no effect
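Agonism was scored from calcium flux recorded over 180 s (1 read/s) after pintool compound addition, following a 10-cycle baseline. Cells were inducible force-coupled HEK293 TREx D1, plated overnight at 30 C and loaded with no-wash calcium dye.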
* = called active by the depositor; ? = inconclusive; . = not tested or not shown. Cut-off read from the data, not from the text of the source, unless noted: active = activation above about 30%; inactive = the rest.

SMILES	TRHR ag	TRHR PAM	D1 PAM	D2 PAM	D1 antagonist	D2 antagonist	D2 ag	RXFP1 antagonist	D1 ag
O=C(CCS(=O)(=O)c1ccc(Cl)cc1)N1CCN(c2ccccc2F)CC1	-0.8	10	7	9	-12	0	-1.5	6	6
Cc1ccc(NC(=O)/C=C/c2ccc3c(c2)OCO3)cc1S(=O)(=O)N1CCOCC1	0.3	11	-7	1	-19	-13	0.1	-7	4
CN(c1ccccc1)S(=O)(=O)c1ccc(C(=O)NCCc2ccc(F)cc2)cc1	0.9	10	-2	4	-22	2	0.5	10	11
CC(=O)c1c(C)n(-c2ccc(Br)cc2)c2ccc(O)cc12	1.2	6	-1	7	-1	-11	0.3	-1	3
CN1CCN(c2ccccc2NC(=O)c2ccc(F)cc2)CC1	-0.2	-9	-2	2	8	2	0.1	13	2
CCn1c(-c2ccc(F)cc2)cnc1SCC(=O)N1CCc2ccccc21	0.2	0	0	-22	-4	-12	-2.4	.	1
CCOc1ccc(S(=O)(=O)N2CCN(C(=O)c3ccccc3Cc3ccccc3)CC2)cc1	0.1	-4	-3	-1	25	-5	-0.4	.	1
CCOC(=O)CC(NC(=O)Cn1nnc(-c2ccc(C(F)(F)F)cc2)n1)c1ccccc1Cl (stereo not drawn)	-1.8	3	-2	8	4	.	2.2	.	6
Cc1cccc([C@@H]2[C@@H]3C(=O)N(Cc4ccccc4)C(=O)[C@@H]3[C@]3(Cc4ccccc4)C(=O)N(c4ccc(C(F)(F)F)cc4)C(=O)N23)c1	0.7	16	-1	-10	0	3	0.6	.	8
O=C(c1ccccn1)N1CCCC(N2CCN(c3ccc(F)cc3)CC2)C1 (stereo not drawn)	0.9	2	-4	.	2	.	.	5	2
O=C(O)CCC(=O)N1CCN(c2ccc(C(=O)c3ccc(F)cc3)cc2)CC1	0.3	-2	12	6	3	-1	-0.4	-5	3
O=C(CSc1cccc2cccnc12)N/N=C/c1ccc(O)cc1	-0.4	-4	-2	1	-16	.	.	-6	1
COc1ccc(CN2CCN(C(=O)C3CCN(S(=O)(=O)c4cccs4)CC3)CC2)c(OC)c1OC	0.4	-18	-3	-1	-2	8	0.5	2	12
CCN(CC)CCCNC(=O)CCC(=O)Nc1ccc2nc(N3CCC(C)CC3)cc(C)c2c1	0.4	1	-13	-6	2	-2	0.8	-4	3
O=C(CCc1nc2sc3c(c2c(=O)[nH]1)CCCC3)NCCc1ccccc1	-1.5	19	8	12	0	6	-0.4	-9	5

Exported in CSV form: entries from further up.
Compound,TRHR ag,TRHR PAM,D1 PAM,D2 PAM,D1 antagonist,D2 antagonist,D2 ag,RXFP1 antagonist,D1 ag
CCOc1ccc(S(=O)(=O)N2CCN(C(=O)c3ccccc3Cc3ccccc3)CC2)cc1,0.1,-4,-3,-1,25,-5,-0.4,.,1
CCN(CC)CCCNC(=O)CCC(=O)Nc1ccc2nc(N3CCC(C)CC3)cc(C)c2c1,0.4,1,-13,-6,2,-2,0.8,-4,3

Full records as entered above. Order of screens: TRHR ag	TRHR PAM	D1 PAM	D2 PAM	D1 antagonist	D2 antagonist	D2 ag	RXFP1 antagonist	D1 ag
CCOc1ccc(S(=O)(=O)N2CCN(C(=O)c3ccccc3Cc3ccccc3)CC2)cc1 is listed with 0.1	-4	-3	-1	25	-5	-0.4	.	1
O=C(CCc1nc2sc3c(c2c(=O)[nH]1)CCCC3)NCCc1ccccc1 is listed with -1.5	19	8	12	0	6	-0.4	-9	5
Cc1ccc(NC(=O)/C=C/c2ccc3c(c2)OCO3)cc1S(=O)(=O)N1CCOCC1 is listed with 0.3	11	-7	1	-19	-13	0.1	-7	4

Remaining list, next part
SMILES	TRHR ag	TRHR PAM	D1 PAM	D2 PAM	D1 antagonist	D2 antagonist	D2 ag	RXFP1 antagonist	D1 ag
CCOC(=O)Cn1c(-c2cccnc2Cl)nc2cc(Cl)c(Cl)cc21	-1.2	-2	-1	.	-4	.	.	-14	1
CC(=O)N1c2ccc(S(=O)(=O)N3CCCCCC3)cc2CC1C(=O)NCc1cccc(F)c1 (stereo not drawn)	0.7	-3	1	2	-3	.	-2.6	.	-1
O=C(Oc1ccc(F)cc1)c1ccc2c(=O)n3c(nc2c1)CCC3	6.7	0	-3	2	-12	-25	-0.3	4	15
Cc1cc(C)c2c(-n3cccc3)c(C(=O)NCC(C)c3ccccc3)sc2n1 (stereo not drawn)	-0.9	-2	1	3	-3	.	.	-39	-2
Cc1[nH]c2ccccc2c1/C=N/Nc1nc(Nc2ccc(F)cc2)nc(N2CCOCC2)n1	-0.3	1	-1	0	-13	-11	0.5	-5	2
O=C(NCc1ccccn1)c1nc(-c2cccs2)no1	1.0	-1	3	5	15	-16	-0.6	-6	0
CN(CC(=O)Nc1ccccc1Cl)C(=O)CSc1nncs1	-0.3	-4	-1	0	1	5	0.2	-17	3
COc1cc(C(=O)OCC(=O)NC(=O)NCc2ccccc2)ccc1OC(F)F	0.0	4	-6	-5	-1	-24	-0.2	5	7
O=C1C2C3C=CC(C3)C2C(=O)N1c1ncn[nH]1 (stereo not drawn)	-0.3	5	0	1	-1	10	0.2	7	0
O=C(Cc1csc(N2CCOCC2)n1)N/N=C/c1ccc(Cl)cc1Cl	-1.2	-2	-1	-4	-8	-1	-0.4	4	3
CCc1ccc(Oc2nnnn2-c2ccc(C(N)=O)cc2)cc1	0.3	1	-3	1	-2	17	2.4	.	1
O=S(=O)(c1ccc(Cl)s1)N1CCCc2cccc(O)c21	-0.3	-6	-5	1	-2	15	-1.3	-18	2
O=C1CN(C(=O)/C=C/c2cccc(Cl)c2)c2ccccc2N1	0.4	3	-4	12	-17	7	0.4	-18	4
CCNc1nc(SC(C)C(=O)OC)nc(N(C)C)n1 (stereo not drawn)	-0.1	0	3	2	-21	5	0.4	8	2
COc1ccc(CCNC(=O)c2cnc3ccccn3c2=O)cc1	-0.2	5	-1	5	22	-2	.	-1	-1

3 entries from above, with bars between the fields:
mol | TRHR ag | TRHR PAM | D1 PAM | D2 PAM | D1 antagonist | D2 antagonist | D2 ag | RXFP1 antagonist | D1 ag
CCNc1nc(SC(C)C(=O)OC)nc(N(C)C)n1 (stereo not drawn) | -0.1 | 0 | 3 | 2 | -21 | 5 | 0.4 | 8 | 2
CN(CC(=O)Nc1ccccc1Cl)C(=O)CSc1nncs1 | -0.3 | -4 | -1 | 0 | 1 | 5 | 0.2 | -17 | 3
O=C(CCS(=O)(=O)c1ccc(Cl)cc1)N1CCN(c2ccccc2F)CC1 | -0.8 | 10 | 7 | 9 | -12 | 0 | -1.5 | 6 | 6

Going on with the list:
SMILES	TRHR ag	TRHR PAM	D1 PAM	D2 PAM	D1 antagonist	D2 antagonist	D2 ag	RXFP1 antagonist	D1 ag
O=C(Nc1nnc(CSCc2ccc(F)cc2)s1)c1cccc([N+](=O)[O-])c1	1.9	-4	1	2	-4	4	1.2	.	12
CCCCn1c(CN2CCN(C)CC2)nc2ccccc21	-0.6	5	-1	10	10	-10	-0.1	-6	-1
C=CCn1c(SCC(=O)NC2CCS(=O)(=O)C2)nc2scc(C3CC3)c2c1=O (stereo not drawn)	-0.3	-3	4	-2	15	-2	-0.3	-12	0
O=C(CCN1C(=O)C2CCCCC2C1=O)N1CCN(S(=O)(=O)c2cccc(F)c2)CC1 (stereo not drawn)	0.2	30	-7	-7	-16	5	0.1	-10	0
CC(C)(C)OC(=O)NCC(=O)NCC(=O)OCc1ccccc1	-1.1	-16	2	-2	0	-6	-0.1	-3	1
O=C(c1ccccc1C(=O)N1CCN(c2ccccc2F)CC1)N1CCN(c2ccccc2F)CC1	-0.2	2	0	-4	-7	-9	0.8	-4	0
CCCNC(=O)C(Cc1ccccc1C)NC(=O)c1ccc(C#N)cc1 (stereo not drawn)	-0.4	-3	-3	-3	15	4	0.2	.	-1
CCCCn1nc(NC(=O)CC)c2cc3cc(OC)ccc3nc21	-0.3	1	-6	5	-1	-9	0.0	0	1
CCCNC(=O)C1CCN(c2ccc(S(=O)(=O)N3CCOCC3)cc2Cl)CC1	-0.3	2	-2	-7	-3	-13	0.4	9	3
Cc1ccc(S(=O)(=O)CC(O)COc2ccccc2C#N)cc1 (stereo not drawn)	-0.2	0	2	6	-1	-3	0.9	2	2
O=C(O)c1cc(-c2ccc3c(c2)OCO3)nc2ccc(Br)cc12	-0.5	10	4	11	14	14	-2.5	25	-1
CCCN1C2CCCC1CC(NC(=O)c1ccccc1)C2 (stereo not drawn)	0.4	1	-8	-8	3	30*	3.0	1	10
CCOc1ccc(-c2ccc(SCC(=O)Nc3nnc(C)s3)nn2)cc1	0.4	0	0	-1	-4	-3	0.0	-17	1
Cc1ccccc1Nc1nnc(-c2ccc(C)c(S(=O)(=O)N3CCN(C)CC3)c2)c2ccccc12	-0.1	2	-1	10	-7	.	0.6	-9	5
COc1ccc(S(=O)(=O)N2CCOCC2)cc1NC(=O)CSc1nnc(C2CC2)n1N	0.6	-10	-5	-1	10	-15	3.2	2	1
Cc1cc(OCC(=O)Nc2ccc(C(=O)OC3CCCCC3)cc2)ccc1Cl	0.2	-5	0	0	-24	.	-0.4	3	1
O=C(Nc1cccc(S(=O)(=O)N2CCCC2)c1)c1ccc2c(c1)OCO2	-0.3	12	-5	5	7	-11	-1.9	-8	7
Fc1ccc(Nc2nc(-c3cccc(Cl)c3)c3c(n2)-c2ccccc2OC3)c(F)c1	-0.2	2	-3	4	3	.	-1.7	3	2
O=C(CC1(CC(=O)N2CCOCC2)CCCC1)Nc1ccccc1	-0.7	16	3	10	7	-5	-0.6	1	2
Cc1nc(CSc2nnc(Nc3cccc(C)c3C)s2)cs1	-0.5	1	-2	3	-28	2	-0.7	.	3
COc1cc(OC)cc(C(=O)NNC(=O)c2ccccn2)c1	0.0	-2	-3	4	-20	-13	1.8	-94*	-1
CC(C)COP(=O)(c1ccc(N(C)C)cc1)C(O)c1ccc(N(C)C)cc1 (stereo not drawn)	-1.0	-1	0	3	3	-17	0.4	-2	2
CCCCn1c(=NC(=O)c2cccnc2)c(C(=O)OCC)cc2c(=O)n3ccccc3nc21	-0.7	-12	-4	.	-5	-3	2.7	-19	0
Cc1ccc(-c2csc(NC(=O)C[n+]3cc(-c4ccccc4)n4c3CCC4)n2)cc1	0.3	-11	-5	-21	-2	64*	77*	?	1
